Screening results (PubChem BioAssay)
H1N1 NS1A inhibition: NS1A inhibition, H1N1 influenza, cell based functional assay (AID 504329). NS1A functional cell-based assay, percent inhibition; higher % means a stronger effect. inhibition, % at 12.5 µM; hits with a dose series show IC50 in µM. hit rate 0.3% among 340,000; in the data active = a potency from the dose series; inconclusive = inhibition above about 27% without an active follow-up result; also: strong numbers were not always called active
tuberculosis growth: growth inhibition of non-replicating M. tuberculosis (AID 488890); Mycobacterium tuberculosis non-replicating, growth inhibition; higher % means a stronger effect; inhibition, % at 25 µM; hits with a dose series show IC50 in µM; hit rate 0.39% among 320,000; in the data active = a potency from the dose series; inconclusive = inhibition mostly from about 82% at the one dose, without a potency; inactive = the rest, 99 in 100 with inhibition below about 76%;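 also: plate controls were DMSO cells for no effect and high antibiotic wells for full effect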
inhibitors of VEEV: inhibitors of VEEV TC-83 cytopathic effect, confirmation, Vero cells (AID 588727) | Vero cells, VEEV TC-83 cytopathic effect inhibition; higher % means a stronger effect | inhibition, % at 20 µM, or IC50 in µM where a hit was titrated | hit rate 0.13% among 350,000; in the data active = a potency from the dose series; inconclusive = inhibition mostly from about 14% at the one dose, without a potency; inactive = the rest, 99 in 100 with inhibition below about 12%; also: strong numbers were not always called active
M. tuberculosis HTS: M. tuberculosis growth inhibition, HTS (AID 449762); inhibition, % at 25 µM; hits with a dose series show IC50 in µM; hit rate 0.59% among 330,000; M. tuberculosis H37Rv growth inhibition, 7H9 media; higher % means a stronger effect; in the data active = a potency from the dose series; inconclusive = inhibition above about 70% without an active follow-up result;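 also: bacterial growth assessed after seven days of incubation; strong numbers were not always called active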
PhoP GFP inhibition: PhoP regulon inhibitors, Salmonella typhi PhoP promoter GFP reporter, confirmatory (AID 1850); inhibition, % at 50 µM, or IC50 in µM where a hit was titrated; hit rate 0.33% among 310,000; Salmonella Typhi PhoP-promoter GFP reporter, fluorescence, 4 h; higher % means a stronger effect; in the data active = a potency from the dose series; inconclusive = inhibition mostly from about 25% at the one dose, without a potency; inactive = the rest, 99 in 100 with inhibition below about 19%;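 also: 0% = induced wells with vehicle and 100% = uninduced wells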
inhibitors of VEEV 10K pilot screen: also measured in inhibitors of VEEV; calls as there; inhibition, %; measured here: 10K pilot screen inhibition
* = called active by the depositor; i = inactive; ? = inconclusive; . = no result given.

SMILES | H1N1 NS1A inhibition | tuberculosis growth | inhibitors of VEEV | M. tuberculosis HTS | PhoP GFP inhibition | others
CCOC(=O)c1sc(NC(=O)c2ccccc2OCC)nc1C | 6% | 5% | 3.0% | -8% | 6%
Cn1c(NCCCO)nc2c(c1=O)C1(CCCCC1)Cc1ccccc1-2 | 3% | 15% | 5.3% | 10% | -5%
O=C(CN(C(=O)CNC(=O)c1ccco1)c1ccc(Cl)c(Cl)c1)NC1CCCCC1 | 5% | 1% | i | -1% | -6%
O=[N+]([O-])c1cccnc1N1CCOCC1 | -11% | -4% | 1.7% | 1% | -4%
CN(C(=O)CSc1ncnc2sccc12)C1CCCCC1 | -10% | -2% | 0.3% | -4% | .
CCC(C)(C(=O)NC1CCCCC1)N(Cc1cccs1)C(=O)CC1NC(=O)NC1=O (stereo unspecified) | -4% | -1% | 0.5% | 6% | -6%
CCOC(=O)c1cccc(NC(=O)c2cc3sccc3n2C)c1 | 9% | 6% | i | 29% | 13%
O=C(NCC1CCCO1)c1onc(CSc2ccc(F)cc2)c1C(=O)O (stereo unspecified) | -2% | -28% | 1.6% | -2% | -38% | inhibitors of VEEV 10K pilot screen=1.7
CCOc1ccc(NC(=O)Nc2ccc3nsnc3c2)cc1 | -1% | 21% | 2.3% | 4% | -1%
CCSc1nnc([C@H](Cc2c[nH]c3ccccc23)NC(=O)OC(C)(C)C)o1 | 2% | 12% | i | 9% | -4%
CCC1CCc2c([nH]c3ccccc3c2=O)O1 (stereo unspecified) | -3% | -20% | 2.1% | 1% | -1%
COc1cc2c(cc1OC)C(=O)N1[C@H]3c4cc(Cl)ccc4OC[C@@H]3[C@H](c3ccccc3)[C@]1(C)C(=O)N2 | 3% | 37% | 5.5% | ? | 4%
CC(=O)N1CCN(c2ccc(NC(=O)c3ccc([N+](=O)[O-])cc3)cc2)CC1 | 7% | -14% | 1.1% | -1% | -7%
CC(C)c1c(C(=O)N/N=C/C2CC=CCC2)nnn1-c1nonc1N (stereo unspecified) | 1% | 3% | i | 8% | -9%
O=C(CSc1nc2ccc(Cl)cc2[nH]1)NCc1ccco1 | 2% | 40% | 4.2% | 3% | -4%

By substructure: the entries above with a thiophene ring, fused or not.
SMILES | H1N1 NS1A inhibition | tuberculosis growth | inhibitors of VEEV | M. tuberculosis HTS | PhoP GFP inhibition | others
CN(C(=O)CSc1ncnc2sccc12)C1CCCCC1 | -10% | -2% | 0.3% | -4% | .
CCC(C)(C(=O)NC1CCCCC1)N(Cc1cccs1)C(=O)CC1NC(=O)NC1=O (stereo unspecified) | -4% | -1% | 0.5% | 6% | -6%
CCOC(=O)c1cccc(NC(=O)c2cc3sccc3n2C)c1 | 9% | 6% | i | 29% | 13%

More results:
SMILES | H1N1 NS1A inhibition | tuberculosis growth | inhibitors of VEEV | M. tuberculosis HTS | PhoP GFP inhibition | others
CCOC(=O)c1c(C)cc(C)n2c1nc1ccccc12 | -3% | -1% | i | 10% | 2%
C=CCSc1nc2ccccc2n1S(=O)(=O)c1ccc(C)cc1 | -3% | 6% | 0.5% | -4% | 20%
O=C1C2C3C=CC(CC3)C2C(=O)N1c1nccs1 (stereo unspecified) | 16% | -15% | 1.1% | -8% | -2%
Cc1sc2nc3n(c(=O)c2c1C)CCCCC3 | -3% | -8% | 3.2% | 2% | -9%
O=C(CN1CCC2(CC1)OCCO2)c1ccc2cc[nH]c2c1 | 28% | -6% | 3.2% | -8% | 12%
COC(=O)C(Cc1ccccc1)NC(=O)c1ccc(C)cc1 (stereo unspecified) | 1% | 51% | 0.4% | 11% | -8%
CCOC(=O)CCc1c(C)c2ccc(OCc3cc([N+](=O)[O-])ccc3OC)cc2oc1=O | 6% | -4% | 4.2% | -6% | 6%
COc1cccc(NC(=O)C2c3cc(OC)c(OC)cc3C(=O)N(C)C2c2cccnc2)c1 (stereo unspecified) | -1% | -5% | i | 0% | -9% | inhibitors of VEEV 10K pilot screen=0.0
NC(=O)/C(=C/c1ccco1)NC(=O)c1ccc(Br)o1 | 3% | -8% | 0.1% | -5% | 9%
O=C(CCC(=O)N1CCOc2ccc(Cl)cc21)N1CCC2(CC1)OCCO2 | -9% | 3% | i | -2% | 1%
CN1CCC(NC(=O)NC2CCCCC2)CC1 | -11% | -3% | 2.4% | -2% | -3%
O=C(Cn1ccc2ccccc2c1=O)NCC(=O)N1CCCCC1 | 5% | -4% | 5.3% | 8% | 1%
Cc1nc(-c2ccc(Cl)cc2)sc1C(=O)O | -5% | -1% | 1.4% | -3% | 4%
CCN(C(=O)CSc1nc2ccccc2n1CCc1ccccc1)C1CCS(=O)(=O)C1 (stereo unspecified) | -4% | 0% | 6.4% | 2% | 11%
CCCCCCNC(=O)CCCCCNS(=O)(=O)c1ccc(Br)cc1 | -9% | 51% | 0.2% | -2% | -1%
O=C(Oc1ccc(F)cc1)c1cccnc1 | -4% | 47% | 2.5% | 4% | -18%
CC(C)(C)NC(=O)c1nc2ccccc2s1 | -1% | -29% | 0.5% | 16% | 10%
Cc1ccc(C(=O)N(Cc2ccc3c(c2)OCO3)Cc2nc3ccccc3c(=O)[nH]2)cc1 | -3% | 43% | 0.1% | 2% | 1%
COc1cccc(CN(C(=O)Cc2c[nH]c3ccccc23)C(C(=O)NC2CCCCC2)c2ccc(C)o2)c1 (stereo unspecified) | 10% | 42% | 8.8% | 15% | -9%
O=C(NCC(=O)N(c1ccccc1)C(C(=O)NCC1CCCO1)c1ccccc1)c1ccco1 (stereo unspecified) | 3% | -1% | 4.8% | 0% | -3%
CCn1c(SC(C)C(=O)O)nnc1-c1cccnc1 (stereo unspecified) | 0% | -13% | i | -7% | -5%
N#Cc1sc(=O)[nH]c1Cl | -4% | -10% | i | 2% | 0%
Cc1nonc1CN(C)C(=O)CC1C(=O)NCCN1Cc1ccc(F)c(F)c1 (stereo unspecified) | -9% | -9% | 0.4% | 1% | 5%
COc1cc(C2C(C#N)=C(N)Oc3cc(C)oc(=O)c32)ccc1OC(=O)N1CCOCC1 (stereo unspecified) | -16% | -8% | i | -7% | -6%
Cc1cc(C)n2nc(CCCCc3nc4nc(C)cc(C)n4n3)nc2n1 | . | -16% | . | -6% | 4%
CCN1CCN(CC(=O)N2c3ccccc3Sc3ccccc32)CC1 | 3% | 13% | i | -2% | 2%
CCC(=Nc1ccccc1)C1=C(O)CCCC1=O | . | -10% | 1.6% | -13% | 8%
CN(c1ccccc1)S(=O)(=O)c1cccc(NC(=O)CC(C)(C)C)c1 | -4% | -9% | 1.3% | 5% | -13%
COc1ccc(-c2c(C#Cc3ccc(N(C)C)cc3)c3ccccc3n2C)cc1 | ? | ? | i | 56% | .
CC(=O)c1sc2nc(SCC(=O)N3CCCCC3)[nH]c(=O)c2c1C | 1% | -4% | 0.6% | 1% | -10%
N/C(=N\O)c1ccc([N+](=O)[O-])s1 | 6% | -15% | i | 0% | 6%
O=C(c1cnc2n(c1=O)CCS2)N(C1CCCCC1)C1CCCCC1 | -1% | -8% | 1.3% | -12% | 0%
CCN(CC)CCN1C(=O)c2ccccc2NC1c1ccc(F)cc1 (stereo unspecified) | -6% | 5% | 2.9% | -7% | -1%
Cc1ccc(NC(=O)Cc2cccs2)cc1Cl | -5% | . | 2.5% | ? | -6%
COc1ccc2[nH]cc(CCN)c2c1 | 8% | 7% | 10% | 2% | 8%
CC(=O)N1CCC2(CC1)C/C(=N\NC(=S)Nc1ccccc1F)c1cc(O)ccc1O2 | 16% | 33% | 7.3% | 4% | 2%
Nc1cc(=O)[nH]c(SCC(=O)Nc2ccc(S(=O)(=O)N3CCCC3)cc2)n1 | -25% | 14% | i | -2% | .
Cc1ccc(CCNC(=O)CC(C)CC2=NS(=O)(=O)c3ccccc3N2)cc1 (stereo unspecified) | -6% | -7% | i | -5% | -3%
CCN(C(=O)COC(=O)c1ccc([N+](=O)[O-])o1)C1CCCCC1 | -8% | ? | i | ? | .
CC(NC(=O)CN(C)S(=O)(=O)c1cnc[nH]1)c1ccccc1 (stereo unspecified) | -5% | -3% | 0.8% | 4% | -4%
CN(C)CCCN(C(=O)/C=C/c1cccs1)c1nc2c(F)cccc2s1 | -3% | . | ? | . | .
COc1ccc(CC(=O)NCc2cccs2)cc1OC | -2% | 1% | i | -6% | 1%
Cn1c(C(=O)NCCc2c[nH]c3ccccc23)cc2sccc21 | 9% | . | 9.7% | 4% | 9%
CCNC(=O)c1oc2c(c1C)C(=O)CC(C)(C)C2 | 3% | 2% | 0.8% | -4% | -5%
CCOC(=O)C1=C(C)N(C)C(=O)NC1c1cccc(O)c1 (stereo unspecified) | 10% | 2% | 0.2% | -1% | -2%
CN(C(=O)COC(=O)C(Cc1ccccc1)NC(=O)c1ccccc1)c1ccccc1 (stereo unspecified) | 1% | 12% | i | 5% | -5%
CC(C)NC(=O)/C(C#N)=C\c1ccc(N(C)C)c(Br)c1 | 2% | 4% | 0.9% | 14% | -4%
CCOC(=O)c1sc(NC(=O)CCN2CCC(C)CC2)c(C(=O)OCC)c1C | 9% | ? | 0.8% | -6% | 10%
Cc1cc(=O)[nH]c(SCC(=O)Nc2ccc(Br)cc2)n1 | -9% | 17% | 0.9% | 0% | 2%
Cc1ccc[n+](CC(=O)Nc2cc(C(F)(F)F)ccc2N2CCOCC2)c1 | -2% | 33% | 1.0% | 34% | -8%
CC12CN3CC(C)(CN(C1)C3c1ccncc1)C2=O (stereo unspecified) | -15% | -6% | 2.1% | -4% | -30%
CN(C)CCNC(=O)c1cccc2nc3cccc(F)c3nc12 | 3% | . | i | . | .
CC(C)C(NC(=O)c1ccccc1)C(=O)NC1=NCCS1 (stereo unspecified) | -1% | -9% | i | -8% | -2%
CCN(CC)CCNC(C(=O)Nc1cccc(C(C)=O)c1)c1ccccc1 (stereo unspecified) | 5% | 18% | 0.0% | 5% | -7%
C[C@H](NC(=O)Cn1cncn1)c1ccccc1 | -6% | -23% | i | -7% | 3%
O=C(NCCS(=O)(=O)c1ccc(Br)cc1)c1c(F)cccc1F | -6% | -11% | 0.0% | -9% | -4%
CCOC(=O)C1CCN(c2ncnc3c2oc2ccc(Br)cc23)CC1 | 1% | 78% | 2.6% | -1% | 8%
Cc1cc(=O)oc2c(CN3CC(C)OC(C)C3)c(O)c(Cl)cc12 (stereo unspecified) | -4% | -3% | 1.3% | 5% | 7%
COCCNc1nc2c(c(=O)n(C)c(=O)n2C)n1Cc1cccc(C)c1 | 10% | -1% | 4.1% | 4% | -1%
O=C1c2ccccc2NC(c2ccc(O)cc2)N1c1ccccc1 (stereo unspecified) | -1% | -1% | 1.2% | 3% | 2%

Fetched by compound from the entries so far:
SMILES | H1N1 NS1A inhibition | tuberculosis growth | inhibitors of VEEV | M. tuberculosis HTS | PhoP GFP inhibition | others
CCC(C)(C(=O)NC1CCCCC1)N(Cc1cccs1)C(=O)CC1NC(=O)NC1=O (stereo unspecified) | -4% | -1% | 0.5% | 6% | -6%
CCN(CC)CCNC(C(=O)Nc1cccc(C(C)=O)c1)c1ccccc1 (stereo unspecified) | 5% | 18% | 0.0% | 5% | -7%
O=C(Oc1ccc(F)cc1)c1cccnc1 | -4% | 47% | 2.5% | 4% | -18%
O=C1c2ccccc2NC(c2ccc(O)cc2)N1c1ccccc1 (stereo unspecified) | -1% | -1% | 1.2% | 3% | 2%
CCOC(=O)CCc1c(C)c2ccc(OCc3cc([N+](=O)[O-])ccc3OC)cc2oc1=O | 6% | -4% | 4.2% | -6% | 6%
CCOC(=O)c1cccc(NC(=O)c2cc3sccc3n2C)c1 | 9% | 6% | i | 29% | 13%

(further entries)
SMILES | H1N1 NS1A inhibition | tuberculosis growth | inhibitors of VEEV | M. tuberculosis HTS | PhoP GFP inhibition | others
COc1cccc(/C=C/C(=O)NNC(=O)c2ccccc2)c1OC | -9% | 0% | 1.2% | -1% | .
Cc1ccc([N+](=O)[O-])c(OCCCN2C(=O)NC(C)(C)C2=O)c1 | -7% | 6% | i | -6% | 2%
Cc1cc(C)nc(Sc2ccc(C=O)cc2[N+](=O)[O-])n1 | -18% | 9% | i | 2% | -13%
CC(Oc1ccc2ccc(=O)oc2c1)C(=O)c1ccccc1 (stereo unspecified) | -5% | 1% | 0.5% | 8% | -11%
CCOC(=O)C1(Cc2cccc(OC)c2)CCCN(C(=O)CNC(C)=O)C1 (stereo unspecified) | -2% | -6% | 1.0% | -4% | 6%
O=C(c1cccc(Cl)c1)N1CCN(c2ncnc3c2cnn3-c2ccccc2)CC1 | -4% | -4% | 0.5% | 45% | -1%
COC(=O)c1cc(NC(=O)c2cccc(Cl)c2)c(=O)oc1/C=C/Nc1cc(C)cc(C)c1 | . | 6% | . | ? | -42%
Cc1ccc(C(=O)O/N=C/c2c(N3CCOCC3)n(C)c3ccccc23)cc1 | 4% | ? | 0.8% | 58% | -8%

Outcome played no part in choosing rows; 1.5% or so of the library scored in one or more.
